KAT2A inh = blocks human GCN5L2 histone acetyltransferase | Potency, µM (top dose mostly 58.9 µM), inactives show at the highest dose activity change, negative = inhibition, most hits filed as inhibitors | 0.21% of 390,000 active | GCN5L2 HAT assay, ThioGlo1 CoA-SH fluorescence
Target sequence (Q92830 whole entry, looked up): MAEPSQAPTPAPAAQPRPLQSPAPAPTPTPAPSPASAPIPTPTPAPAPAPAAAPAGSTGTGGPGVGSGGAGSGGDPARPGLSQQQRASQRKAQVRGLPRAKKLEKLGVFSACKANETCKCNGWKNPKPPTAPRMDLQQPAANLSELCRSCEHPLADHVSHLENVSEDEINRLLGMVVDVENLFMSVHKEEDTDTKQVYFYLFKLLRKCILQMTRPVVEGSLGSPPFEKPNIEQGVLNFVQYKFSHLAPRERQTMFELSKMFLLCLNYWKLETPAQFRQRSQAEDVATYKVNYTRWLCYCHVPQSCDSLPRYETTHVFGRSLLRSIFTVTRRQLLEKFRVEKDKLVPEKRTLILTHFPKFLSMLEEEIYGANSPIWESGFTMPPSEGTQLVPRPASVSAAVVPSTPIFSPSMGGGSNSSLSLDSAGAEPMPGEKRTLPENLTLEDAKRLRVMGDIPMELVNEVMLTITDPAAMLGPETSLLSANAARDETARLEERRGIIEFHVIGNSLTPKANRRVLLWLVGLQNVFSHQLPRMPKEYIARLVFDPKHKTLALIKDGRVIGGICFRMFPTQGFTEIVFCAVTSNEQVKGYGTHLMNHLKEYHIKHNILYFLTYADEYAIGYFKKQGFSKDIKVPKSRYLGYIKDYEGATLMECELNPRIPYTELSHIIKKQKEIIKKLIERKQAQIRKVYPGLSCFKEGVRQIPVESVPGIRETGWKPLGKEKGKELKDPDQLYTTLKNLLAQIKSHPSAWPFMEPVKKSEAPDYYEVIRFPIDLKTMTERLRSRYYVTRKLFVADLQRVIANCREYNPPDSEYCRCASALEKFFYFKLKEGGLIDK
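qHTS, 1536-well. 20nM enzyme, pH 7.5 HEPES/EDTA/Tween-20 buffer; 15 min compound preinc., RT. Start: 75uM H3(1-25), 70uM AcCoA, 50uM ThioGlo1. Read Ex340/Em540 at t=0 (autofluorescence flag) and t=20 min.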
DT40 TDP1 CPT = DT40-hTDP1 cell growth loss with CPT. chicken DT40 Tdp1-/-;hTDP1 cells + 20 nM CPT, ATP luminescence, 48 h. Potency, µM (doses to about 46.2 µM), without a hit: at the highest dose activity change, negative = growth inhibition, actives largely listed as inhibitors. 12% of 420,000 active; note: nearly all actives have a fitted effect of over 55% in size
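Chicken DT40 Tdp1-/- cells complemented with human TDP1, 400 cells/well, exposed to compounds plus 20 nM camptothecin for at least 48 h at 37 C; viability read as ATP content by CellTiter-Glo luminescence.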
FEN1 inh = inhibitors of human flap endonuclease 1 | 0.35% of 390,000 active | P39748 | Potency, µM (series often up to 114 µM), without a hit: at the top dose activity change, negative = inhibition, hits mostly inhibitors | Recombinant FEN1 flap cleavage, fluorescence, 15 min; note: nearly all actives have a fitted effect of over 65% in size
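In this screen, 50 nM flap DNA substrate was added to 10 nM FEN1 pretreated with compound for 15 min at room temperature; cleavage was followed with reads at 0 and 15 min, and Hill fitting gave concentration–response parameters.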
* hit, by the source's call; ? = inconclusive; · = no result given; & = joins results of further samples; [ ] = remark or other dose. Calls come from the whole dose curve; as a rule, active = well fitted curve in the direction sought with a large enough effect; inconclusive = small, poorly fitted or top-dose-only effect, or another doubt; inactive = no such curve, though single readings can be large; an effect the other way counts as inactive or inconclusive. % is set by controls: 0 for no effect and ±100 for the full control effect; potency is the fitted concentration of half-maximal effect. Only part of the results is shown; the hit share may differ from the screen's.

Molecule,KAT2A inh,DT40 TDP1 CPT,FEN1 inh
COc1ccc(C(=O)NCCN2CCOCC2)cc1S(=O)(=O)Nc1ccc(C)cc1,0%,-12%,-9%
Cn1c(N)c(C(=O)COC(=O)c2cc(C(F)(F)F)nc3ccccc23)c(=O)n(Cc2ccccc2)c1=O,-13%,23µM*,-23%
O=C(Nc1ccc(F)c(F)c1)c1cnn2c1NC(=C1CC1)C=C2C(F)(F)F,·,-15%,12%
COc1c(C)cc(C(=O)C2CCCN(Cc3cccc4nccnc34)C2)cc1C (configuration not stated),-1%,?,-18%
Cc1ccccc1NC(=O)c1cccc(S(=O)(=O)N2CCOCC2)c1,0%,-17%,0%
O=C(CNC(=O)c1ccc(Br)o1)OCC(=O)c1cccc([N+](=O)[O-])c1,-3%,?,5%
CC(C)c1ccc(NC(=O)c2cccc(Br)c2)cc1,-1%,-26%,6%
CCC(C)NS(=O)(=O)c1ccc(-c2csnn2)s1 (configuration not stated),-11%,-3%,0%
COc1cccc(OC)c1C(=O)N1CCN(c2ccccn2)CC1,·,-2%,?
CC(=O)c1cccc(OCC(=O)Nc2cc(S(=O)(=O)N3CCOCC3)ccc2N2CCCC2)c1,-15%,-12%,-1%
O=C(COC(=O)c1cccnc1Cl)NCCC1=CCCCC1,-3%,5%,3%
COc1ccc(/C=C2\SC(=S)N(CCC(=O)Nc3ccc(C(=O)O)cc3)C2=O)cc1OC,-6%,-5%,-9%
Clc1ccc(-c2nc3ncccn3c2Cl)cc1,-18%,1%,-2%
NCCCC[C@H]1CNC(=S)N1CCc1cccc(F)c1,-3%,?,-13%
Cc1ccc(C(=O)Nc2ccc3c(c2)CCC3)cc1,2%,-15%,6%
CCOc1cc(C(=O)OCC(=O)Nc2cc(C)on2)ccc1OCC(C)C,5%,-5%,1%
CCOc1cccc2sc(N(CCN(C)C)C(=O)/C=C/c3cccs3)nc12,-1%,7.3µM*,5%
COc1cc(C(=O)NCC(c2ccccc2)N(C)C)ccc1OCC(=O)N1CCOCC1 (configuration not stated),-10%,-6%,3%
COc1cc([C@H]2[C@@H]3CCCC[C@]3(O)CCN2CC(=O)Nc2ccc(C)cc2C)ccc1O,-1%,?,3%
O=C(NCCNC1CCC(c2ccccc2)CC1)c1cccs1 (configuration not stated),-2%,?,-1%
C=CC[C@H](CC(=O)OC(C)(C)C)C(=O)OC[C@@H]1CCCN1C(=O)[C@@H](CC=C)CC(=O)NCCO,2%,?,6%
COc1ccc(N(C)S(=O)(=O)c2cccc3nsnc23)cc1,-4%,11%,-15%
COc1ccc(NC(=O)N2CCc3ccccc32)cc1,-2%,?,0%
COc1ccc(OC2CCN(S(=O)(=O)c3ccc(OC)c(OC)c3)CC2)cc1,-3%,?,-3%
O=C1CC(NS(=O)(=O)c2cccnc2)CN1c1cccc(F)c1 (configuration not stated),-1%,0%,14%
COc1ccc(CC(=O)N2CCN(c3ccccc3OC)CC2)cc1OC,-11%,0%,-2%
CC(C)Oc1ccc(CNC(=O)c2sc3ncccc3c2-n2cccc2)cc1,4%,21µM*,2%
CN1N=C2c3ccccc3CCC2C1c1ccc(F)cc1 (configuration not stated),-11%,-9%,2%
CCC(C)c1ccc(OCC(=O)O)cc1 (configuration not stated),-4%,-22%,3%
COc1ccc(CCNC(=O)Nc2cccc([N+](=O)[O-])c2)cc1,1%,?,4%
COc1ccc(-c2nnn(CC(=O)N(C3CCCC3)C(C)C(=O)NC3CCCC3)n2)cc1OC (configuration not stated),-11%,?,-3%
CC(C)NC(=O)NC(=O)COC(=O)c1cccc(OC(F)F)c1,-9%,-6%,13%
O=C(O)[C@H]1CC=C[C@H]2CCN(Cc3ccc(Cl)c(Cl)c3)C(=O)[C@@H]12,-4%,0%,-14%
Cn1c2c(c3ccccc31)CCN=C2c1ccccc1,·,?,9%
O=C(Oc1ccc2c(=O)c(Cl)coc2c1)c1cccnc1,-6%,-6%,-2%
CNC(=S)Nc1cccc(C(C)=O)c1,-2%,2%,-4%
COc1ccc(Cn2c(=O)[nH]c3cc(C(=O)Nc4ccccc4C)ccc32)cc1,-9%,-15%,35%[activator]
Cc1ccc(N2CCN(/N=C/c3ccccc3)CC2)cc1,-2%,-1%,2%
CCOC(=O)N1CCN(S(=O)(=O)c2ccc(C)c(C(=O)NC3CCCCC3)c2)CC1,-20%,-4%,14%
CCCN(CC(=O)Nc1ccccc1C)C(=O)/C=C/c1ccc(S(=O)(=O)N2CCCCCC2)cc1,-13%,?,4%

Results in DT40 TDP1 CPT (2 entries from above):
| SMILES | DT40 TDP1 CPT |
| --- | --- |
| CNC(=S)Nc1cccc(C(C)=O)c1 | 2% |
| COc1ccc(Cn2c(=O)[nH]c3cc(C(=O)Nc4ccccc4C)ccc32)cc1 | -15% |

Remaining list, next part
Molecule,KAT2A inh,DT40 TDP1 CPT,FEN1 inh
CCOc1ccc(N2C(=O)CS/C2=N/NC(=O)COc2ccc3ccccc3c2)cc1,-21%,?,-1%
CC1(C2CCC3C4CCC5CC6(CCC5(C)C4C(=O)CC32C)OCCO6)OCCO1 (configuration not stated),·,?,-1%
O=C(Nc1ccc(-c2csc(Nc3cccc(C(F)(F)F)c3)n2)cc1)c1ccccc1,-4%,4.6µM*,3%
O=C1NC(=O)C(=Cc2ccco2)S1,·,10%,-22%
O=C(NCc1ccccn1)C1CCCN(S(=O)(=O)c2cccc3nsnc23)C1 (configuration not stated),-1%[0.501 µM],5%,-1%
CCC(=O)N(Cc1ccco1)Cc1cc2cccc(C)c2n2nnnc12,2%,6%,13%
CCc1ccc(NC(=O)C(C)OC(=O)C2CCN(c3ccc(C(F)(F)F)cn3)CC2)cc1 (configuration not stated),-1%,-26%,4%
O=C1CSC(=S)N1c1ccc(O)cc1,-6%,?,2%
Cc1cc(NC(=O)c2cc(-c3ccccc3Cl)nc3ccccc23)no1,-26%,?,-13%
CC(C)C(NC(=O)c1ccccc1)C(=O)NCC(c1ccccc1)N(C)C (configuration not stated),-2%,1%,-3%
COc1ccc(C(=O)Nc2ccccc2-c2ccccc2)cc1Cl,-3%,?,6%
COc1ccc(OC)c(S(=O)(=O)n2nc(C)cc2C)c1,1%,6%,0%
N/C(=N\S(=O)(=O)c1ccc(Cl)cc1)N1CCOCC1,2%,8%,-1%
CC1(C)C=C(c2ccc(O)cc2)CC(C)(C)N1,-3%,0%,6%
CCOC(=O)c1ccc(N2C(=O)CC(N3CCN(C(=O)c4ccco4)CC3)C2=O)cc1 (configuration not stated),-1%,0%,-13%
COc1ccc(OCC(=O)N/N=C(\C)c2ccc(-n3ccnc3)cc2)cc1,1%,-2%,-3%
COCC(C)NC(=O)COCc1cc(-c2ccc3c(c2)OCO3)on1 (configuration not stated),0%,-17%,0%
CNC(=O)c1c(C)[nH]c(=S)c(C#N)c1-c1ccco1,-16%,9%,-4%
COc1ccccc1C(=O)NCC(=O)NNC(=O)C1COc2ccccc2O1 (configuration not stated),-3%,-2%,-11%
O=C(Cc1ccc(F)cc1)Nc1nnc(SCC(=O)N2CCCCC2)s1,-21%,-4%,-1%

Next part; it opens with the 2 that closed the last part.
Molecule,KAT2A inh,DT40 TDP1 CPT,FEN1 inh
COc1ccccc1C(=O)NCC(=O)NNC(=O)C1COc2ccccc2O1 (configuration not stated),-3%,-2%,-11%
O=C(Cc1ccc(F)cc1)Nc1nnc(SCC(=O)N2CCCCC2)s1,-21%,-4%,-1%
O=C1C(=Nc2cccc(Cl)c2)CC(c2ccc(Cl)cc2)N1c1cccc(Cl)c1 (configuration not stated),-8%,-30%,-15%
C/C(=N\OCc1nc2ccccc2c(=O)n1/N=C/c1cc(C)cc([N+](=O)[O-])c1O)c1ccccc1,-19%,-3%,-16%
CCCc1[nH]n(-c2ccc(F)cc2)c(=O)c1C=NCC1CCCO1 (configuration not stated),-9%,10%,19%
COc1cc(CC(=O)OCC(=O)Nc2ccc(N3CCOCC3)cc2)cc(OC)c1OC,1%,-3%,10%
COc1ccc(OC)c(CNC(=O)C2CCN(S(=O)(=O)N3CCCCC3)CC2)c1,-10%&-1%,?,8%&5%
CC(C(=O)N1CCc2ccccc2C1)N(c1ccccc1)S(C)(=O)=O (configuration not stated),-2%,-2%,-1%
C/C(=N\NC(=O)c1ccccc1)c1ccc(-n2ccnc2)cc1,0%,?,-13%
Cc1ccccc1NS(=O)(=O)c1ccc2[nH]cc(C(=O)N3CCCC3)c(=O)c2c1,2%,-3%,4%
CC1=C(C(=O)Nc2ccccc2)C(c2cc(CN3CCOCC3)cs2)C2=C(CCCC2=O)N1 (configuration not stated),-5%,-3%,4%
CN(C)/C=N/c1c(C#N)cnn1-c1ccccc1,0%,-2%,3%
CCCCCOc1ccc(NC(=O)C2OC3OC(C)(C)OC3C3OC(C)(C)OC23)cc1 (configuration not stated),49%,10%,-1%
COCCNC(=O)c1cccc(OC2CCN(Cc3ccc(F)c(OC)c3)CC2)c1,-4%,6%,-9%
CCOc1ccc(-c2nn(-c3ccccc3)cc2C2NC(=O)NC(C)=C2C(=O)OC(C)C)cc1 (configuration not stated),-14%,?,-1%
COc1ccc(CNC(=O)C(c2ccco2)N(Cc2cccs2)C(=O)Cc2cccs2)cc1 (configuration not stated),-17%,?,-5%
CCN(C(=O)COC(=O)CNC(=O)c1ccccc1C)C1=CCCCC1,1%,-6%,-15%
CCN(CC)c1ccc(C(=O)n2cnc3ccccc32)cc1,-5%,?,-15%
Cc1cc(C)nc(SCc2cc(=O)c(OC(=O)c3ccc(Br)o3)co2)n1,1%,-7%,-6%
COc1ccc(S(=O)(=O)N2CCN(CC(=O)Nc3c(C)n[nH]c3C)CC2)cc1OC,-7%,10%,-3%
C=CCN1C(=O)CN=C1NCc1ccccc1,2%,-3%,-3%
Cn1cc(C(=O)NCCc2ccc(Cl)cc2)c(=O)c2cc(S(=O)(=O)N3CCOCC3)ccc21,-5%,-14%,19%

Three entries from above, arranged by SMILES length, highest first.
Molecule,KAT2A inh,DT40 TDP1 CPT,FEN1 inh
COc1ccc(CNC(=O)C(c2ccco2)N(Cc2cccs2)C(=O)Cc2cccs2)cc1 (configuration not stated),-17%,?,-5%
COc1cc(CC(=O)OCC(=O)Nc2ccc(N3CCOCC3)cc2)cc(OC)c1OC,1%,-3%,10%
CN(C)/C=N/c1c(C#N)cnn1-c1ccccc1,0%,-2%,3%

Next section:
Molecule,KAT2A inh,DT40 TDP1 CPT,FEN1 inh
O=C1CCCN1CCc1cccc2ccccc12,·,?,5%
CCOc1ccccc1NC(=O)CSc1c(C)cnc2c1c(=O)n(C)c(=O)n2C,2%,?,-7%
CC(C)(C)NC(=O)CC1C[C@H](C(=O)N2CCCCC2)[C@@]2(CCc3ccccc3)c3[nH]c4ccccc4c3CCN2C1=O (some centres not stated),-3%,-2%,10%
CC1(C)Cc2c(sc3nc(-c4cccs4)n(N)c(=O)c23)CO1,-4%,16µM*,-20%
COc1cccc(C(C(=O)NC2CCCCC2)N(C(=O)c2ccccn2)c2cccnc2)c1 (configuration not stated),-8%,5%,4%
COC(=O)Cc1c(C)c2ccc(OCc3nn[nH]n3)c(C)c2oc1=O,-3%,-8%,-6%
O=C(COC(=O)C1CC1)Nc1ccc([N+](=O)[O-])cc1C(F)(F)F,-3%,-16%,15%
CCOc1ccc(NCC(=O)c2ccc(C)cc2)cc1,-6%,?,-4%

Quoted at random: two records from the list, in no set order.
Molecule,KAT2A inh,DT40 TDP1 CPT,FEN1 inh
CC1(C)Cc2c(sc3nc(-c4cccs4)n(N)c(=O)c23)CO1,-4%,16µM*,-20%
COc1cccc(C(C(=O)NC2CCCCC2)N(C(=O)c2ccccn2)c2cccnc2)c1 (configuration not stated),-8%,5%,4%
